# Compound activity (PubChem BioAssay)
# TCR CD3 inh – inhibitors of human TCR-CD3 interaction, primary screen, biochemical, fluorescence, TAMRA-labeled TCR probe; T-cell receptor (TCR); inhibition, % at 9.4 µM; actives 0.37% (n = 360,000); in the data active = inhibition above about 19%;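 note: recombinant mutant TCR 2C K166C tagged with TAMRA read by polarization; 0% = receptor in buffer alone and 100% = receptor with positive control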
# PRMT1 FP inh – PRMT1 methyltransferase inhibitors, primary screen, biochemical, fluorescence polarization; Protein arginine N-methyltransferase 1 (Homo sapiens), Q99873; recombinant PRMT1, activity-based probe fluorescence polarization; inhibition, % at 2.79 µM; actives 1.3% (n = 370,000); AID 652257, 2013;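 active = inhibition above about 21% made by adding two undisclosed values, limit read from the data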
# Target sequence (Q99873 whole entry, looked up): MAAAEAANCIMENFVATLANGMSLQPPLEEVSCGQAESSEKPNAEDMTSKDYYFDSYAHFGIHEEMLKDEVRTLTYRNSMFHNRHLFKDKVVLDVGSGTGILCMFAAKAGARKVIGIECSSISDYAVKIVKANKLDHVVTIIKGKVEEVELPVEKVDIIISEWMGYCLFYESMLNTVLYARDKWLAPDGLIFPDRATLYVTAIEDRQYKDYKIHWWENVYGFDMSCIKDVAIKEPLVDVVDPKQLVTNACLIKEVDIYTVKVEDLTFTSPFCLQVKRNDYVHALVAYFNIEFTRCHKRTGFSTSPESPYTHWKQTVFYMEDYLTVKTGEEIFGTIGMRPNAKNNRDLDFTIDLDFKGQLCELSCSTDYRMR
# MBD2 inh – inhibitors of MBD2 binding to methylated DNA, primary screen, biochemical, TR-FRET, DNA-binding domain, human. Methyl-CpG-binding domain protein 2 (Homo sapiens), Q9UBB5. MBD2 binding to methylated oligonucleotide. inhibition, % at 4.4 µM. actives 0.31% (n = 370,000); in the data active = inhibition above about 13%
# mABHD4 FP – ABHD4 inhibitors, primary screen, biochemical, fluorescence polarization, mouse | purified mABHD4, FP-Rh probe fluorescence polarization | actives 0.54% (n = 370,000) | inhibition, % at 8.92 µM | (Lyso)-N-acylphosphatidylethanolamine lipase (Mus musculus), Q8VD66;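 active = inhibition exceeding the mean over every tested compound plus 3 SD, cut at about 30% in these data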;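 note: 0% = plate median of compound wells and 100% = S159A mutant with DMSO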
# Target sequence (Q8VD66 whole entry, looked up): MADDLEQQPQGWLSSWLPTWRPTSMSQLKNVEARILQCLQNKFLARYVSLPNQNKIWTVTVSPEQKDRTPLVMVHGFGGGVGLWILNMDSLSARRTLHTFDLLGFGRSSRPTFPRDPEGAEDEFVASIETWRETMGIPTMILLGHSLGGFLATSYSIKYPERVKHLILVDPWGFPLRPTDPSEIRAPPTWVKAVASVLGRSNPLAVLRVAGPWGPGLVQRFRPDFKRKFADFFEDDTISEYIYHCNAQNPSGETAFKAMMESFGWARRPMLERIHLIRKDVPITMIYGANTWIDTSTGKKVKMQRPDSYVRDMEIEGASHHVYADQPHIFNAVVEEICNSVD
#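 Doses – 8.92 µM, single dose · Material – wild-type mouse ABHD4 protein · Replication – single well per compound (singlicate) · Measure – percent inhibition of probe binding, normalized to plate controls · Schedule – 45 min compound pre-incubation plus 60 min probe step, 25 °C · Detection – fluorescence polarization with parallel and perpendicular emission, 525/598 nm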
# SIAE primary – human SIAE inhibitors, primary screen, biochemical, fluorescence polarization, FP-Rh probe, 1536-well HTS; SIAE FP-Rh probe binding; inhibition, % at 9.66 µM; actives 0.69% (n = 370,000);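 active = inhibition above a cutoff: mean of compounds within the control limits plus 3 SD of those, cut at about 17% in these data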;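 note: 0% = plate median of compound wells and 100% = probe without SIAE protein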
# GC-A act – GC-A stimulated cGMP production enhancers – HEK293 GC-A cells, cGMP TR-FRET, EC30 ANP, primary screen; 0% at EC30 ANP, 100% saturating ANP; Atrial natriuretic peptide receptor 1 (Homo sapiens), P16066; activation, % at 10 µM; actives 0.14% (n = 370,000); in the data active = activation above about 40%
# UHRF1 binding – UHRF1 methylated DNA binding inhibitors, primary screen, counter-screen for MBD2 inhibitor project, biochemical, TR-FRET, human UHRF1, single concentration; E3 ubiquitin-protein ligase UHRF1 (Homo sapiens), Q96T88; UHRF1 binding to methylated oligo; inhibition, % at 4.4 µM; actives 0.75% (n = 370,000); AID 687016, 2013; in the data active = inhibition above about 21%;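 note: UHRF1 SRA domain binding a hemimethylated CpG hairpin DNA probe; 0% = median of test compound wells and 100% = reference inhibitor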
# NPR2 activator – human GC-B receptor activators, primary screen, HEK293 GC-B cells, cGMP TR-FRET, EC30 CNP; Atrial natriuretic peptide receptor 2 (Homo sapiens), P20594; 0% at EC30 CNP, 100% saturating CNP; activation, % at 10 µM; actives 0.11% (n = 370,000);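 active = activation at 10 µM reaching about 35% in either raw or pattern-adjusted values, limit read from the data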
# rCAG binder – binders of r(CAG) RNA repeats, primary screen, biochemical, fluorescence; r(CAG) RNA repeat, TO-PRO-1 dye displacement fluorescence; inhibition, % at 3 µM; actives 1.3% (n = 370,000);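 active = inhibition above the plate cutoff, the mean of all test compounds on that plate plus 3 SD, cut at about 35% in these data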;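 note: 0% = DMSO alone and 100% = 100 µM mitoxantrone as full dye displacement; higher means more dye released from RNA so lower well fluorescence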
# HTRA1 inh – HTRA1 serine protease inhibitors, primary screen, biochemical, fluorescence polarization, HTS. recombinant HTRA1, FP-rhodamine activity-based probe. inhibition, % at 5.96 µM. actives 0.5% (n = 340,000); in the data active = inhibition above about 36%;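 note: 0% = enzyme with DMSO and 100% = wells lacking enzyme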
# * marks the source's active call; other numbers are inactive results; · = not tested or not shown. Not all compounds are listed. The share of hits here may be higher or lower than overall.
SMILES,TCR CD3 inh,PRMT1 FP inh,MBD2 inh,mABHD4 FP,SIAE primary,GC-A act,UHRF1 binding,NPR2 activator,rCAG binder,HTRA1 inh
CC(C)=NNc1nc2c(c(=O)n(C)c(=O)n2C)n1C,3,-5,-1,-5,3,-2,0,3,3,·
O=C1CN(C(=O)COC(=O)Cc2ccsc2)c2ccccc2N1,-4,2,4,2,6,4,3,-5,-1,5
CCC(C)NC(=O)c1cc(-c2ccc3c(c2)OCO3)on1 (stereo not given),3,1,0,-2,-1,5,-1,-2,0,-10
CCOC(=O)c1ccc(N2Cc3ccccc3C2=NC(=O)c2cccc([N+](=O)[O-])c2)cc1,15,-1,-2,-9,-1,-2,-4,-8,8,-26
Nc1ccn(CCCN2CCN(Cc3cccc4ccccc34)CC2)c(=O)n1,-3,2,5,-2,2,1,2,2,0,4
O=C(O)CN(c1cccc(C(F)(F)F)c1)S(=O)(=O)c1ccccc1,3,-7,-4,0,2,5,0,3,-2,-2
COC(=O)c1cc(OC)c(OC)cc1NC(=S)N1CCN(c2ccccn2)CC1,13,-2,0,3,-4,-5,-2,0,-5,0
COc1ccc(-c2cc(C(F)F)n3ncc(C(=O)N4CCN(C)CC4)c3n2)cc1,10,-7,-4,-1,9,8,-2,9,-8,-8
CCCNC(=O)C(Cc1ccccc1C)NC(=O)c1ccc(C(F)(F)F)cc1 (stereo not given),1,-2,1,-4,-1,1,3,3,1,-1
CCCN(CC(=O)Nc1cc(Cl)ccc1Cl)C(=O)/C=C/c1cc(OC)ccc1OC,-6,2,-4,-16,-14,4,-1,3,4,-66

# Structural class, the entries above containing fluorine
SMILES,TCR CD3 inh,PRMT1 FP inh,MBD2 inh,mABHD4 FP,SIAE primary,GC-A act,UHRF1 binding,NPR2 activator,rCAG binder,HTRA1 inh
O=C(O)CN(c1cccc(C(F)(F)F)c1)S(=O)(=O)c1ccccc1,3,-7,-4,0,2,5,0,3,-2,-2
COc1ccc(-c2cc(C(F)F)n3ncc(C(=O)N4CCN(C)CC4)c3n2)cc1,10,-7,-4,-1,9,8,-2,9,-8,-8
CCCNC(=O)C(Cc1ccccc1C)NC(=O)c1ccc(C(F)(F)F)cc1 (stereo not given),1,-2,1,-4,-1,1,3,3,1,-1

# Remaining list, next part
SMILES,TCR CD3 inh,PRMT1 FP inh,MBD2 inh,mABHD4 FP,SIAE primary,GC-A act,UHRF1 binding,NPR2 activator,rCAG binder,HTRA1 inh
Nc1nc(-c2ccccc2)nc2nonc12,-9,1,-3,1,3,-2,-1,5,1,0
OC[C@@H]1CN(Cc2ccccc2)C[C@H](n2cnc3c(NC4CCCC4)ncnc32)O1,-2,-1,2,1,7,0,-1,7,-1,·
COc1cc(OC)cc(C(=O)NN2CCOCC2)c1,2,4,1,-6,-5,4,3,6,0,-4
COc1ccccc1N1CCN(C2CCCN(C(=O)c3ccnc4ccc(C)cc34)C2)CC1 (stereo not given),7,-1,-4,2,4,1,-2,-3,-8,0
Cc1ccc(NC2=C(CC(=O)O)C(c3ccccc3)N(c3ccc(C)cc3)C2=O)cc1 (stereo not given),7,2,-2,4,8,2,-5,2,17,-14
CCC1CO/C(=C(\C(Cl)=C(Cl)Cl)[N+](=O)[O-])N1 (stereo not given),-4,-2,1,-3,-6,2,6,2,6,·
OC(CNCc1ccccc1)COCc1ccc(Cl)cc1 (stereo not given),5,-1,2,2,4,-5,3,-3,-4,6
COc1ccc(C(O)c2ncc(-c3ccccc3OC)[nH]2)cc1 (stereo not given),-7,7,-3,0,3,2,0,4,0,·
CN(CC(=O)Nc1ccc(F)c(F)c1)S(=O)(=O)c1cccc2cccnc12,-6,-3,-1,-10,0,0,2,3,3,-2
O=C(N/C(=C/c1cccnc1)C(=O)N1CCOCC1)c1ccccc1F,-2,1,-3,4,0,-1,-1,0,0,7
CCCCc1ccc(S(=O)(=O)NC(=O)C2(C)CCN2C(=O)Cc2ccccc2)cc1 (stereo not given),0,-1,-5,-2,-3,-2,-1,1,39*,·
CCCCOc1ccc(Cc2c(Cl)nc(SC)nc2N2CCOCC2)cc1,-4,-3,3,-8,3,1,2,0,3,-2
CCc1nc2c(cnn2-c2ccc(F)cc2)c(=O)n1-c1ccc(N2CCC(C)CC2)cc1,-7,2,7,-7,-14,3,3,-2,1,-3
CCCNC(=O)C(Cc1ccccc1)NC(=O)c1ccc(C(F)(F)F)cc1 (stereo not given),22*,-1,-1,5,-2,0,1,1,-7,-3
O=C(c1ccc(Cn2c(=S)[nH]c3ccccc3c2=O)cc1)N1CCN(c2ccccn2)CC1,-4,-2,0,3,23*,-2,10,5,1,-18
O=C(O)c1ccc(CSCc2ccccc2)o1,5,-2,5,-2,-4,-3,1,-6,4,8
C=CCn1c(CNC(=O)c2ccccc2F)nnc1SCc1nc2ccccc2c(=O)[nH]1,-4,-2,-1,-1,-5,-1,0,-4,2,3
CCc1sc(NC(=O)CN2CCOCC2)nc1-c1ccccc1,0,5,4,-12,-7,-3,7,-9,-7,5
COc1cccc(C(=O)NNS(=O)(=O)c2ccc(C)cc2)c1,-14,3,3,13,-4,-3,2,11,-5,-10
c1ccc(-c2ccc3c(c2)c2c4n3CCN=C4CCC2)cc1,0,1,4,11,3,1,-1,-14,3,8
O=C(COc1cccc(F)c1)N[C@@H](Cc1ccccc1)c1nc2ccccc2[nH]1,-1,0,-4,-5,4,-10,-2,-2,1,-20
CC1CCN(CCc2nc3cc(NC(=O)COc4ccc([N+](=O)[O-])cc4)ccc3n2C)CC1,-9,3,0,4,3,5,0,1,-3,-4
O=C(N/N=C/c1ccccn1)c1cc(Br)ccc1O,-2,7,1,15,1,9,-1,2,6,22
O=C(COC(=O)c1cc(=O)c2ccccc2o1)NCc1ccccc1,0,-1,3,-1,1,-4,1,-1,-1,-1
S=C(Nc1ccccn1)Nc1ccccc1Cl,-4,6,4,0,-2,1,3,1,-2,-12
Nn1c(SCc2ccc(C(=O)O)cc2)nnc1-c1ccc(Cl)cc1Cl,-9,4,0,-7,0,6,4,-2,8,-1
CCCN1C(=O)c2cc(C(=O)Nc3ccc(OC)c(OC)c3)ccc2C1Nc1ccc(OC)c(OC)c1 (stereo not given),0,1,1,6,6,-3,-1,-3,-2,4
O=C(Nc1nccs1)c1cn(-c2ccccc2)nc1-c1ccccc1,0,0,3,-16,-24,5,2,-4,0,-54
O=C(CCn1c(=O)oc2ccccc21)N1CCN(c2ccccc2Cl)CC1,6,-2,-3,0,5,-27,-3,-14,2,7
CCc1[nH]nc2c1C(C(C)C)C(C#N)=C(N)O2 (stereo not given),-3,2,-7,1,5,2,3,7,1,3
N#Cc1cc2c(nc1Cl)CCC2,-2,-3,3,1,3,0,-2,0,2,-1
NC(=S)Nc1cc(Cl)cc(Cl)c1,-9,5,3,1,4,5,-1,1,0,·
CCOC(=O)c1sc(-c2ccc(OC)cc2)cc1NC(C)=O,-1,-3,-2,-9,-1,2,-5,-14,2,-4
COc1ccc(C)cc1S(=O)(=O)N(CC(=O)Nc1cccc([N+](=O)[O-])c1)c1ccccc1,-1,11,4,11,-32,-8,31*,-2,22,-34
CCN1CCN(c2ccc([N+](=O)[O-])cc2C(=O)c2ccc(Cl)cc2)CC1,-4,1,-2,1,-3,-9,-1,-10,2,-8
CCC(C)N(C(=O)CSc1nc(C)nc2ccccc12)C1CCS(=O)(=O)C1 (stereo not given),6,3,-3,5,-6,1,0,1,3,-3
Cc1cc(C)c(NC(=O)COC(=O)CCn2c(C)csc2=O)c(C)c1,3,-1,0,-6,-4,-3,0,-2,-2,2
COc1ccc2nc(SCCN(C)C)[nH]c2c1,-3,-1,-5,-1,8,-4,2,4,-3,3
O=C1NC[C@H](Cc2ccccc2)N(CC2CCN(CC3CCCC3)CC2)C1=O,-1,3,1,11,0,1,0,3,-2,8
Clc1ccc(SCc2cc(-c3ccccc3)on2)cc1,-8,2,8,-22,-11,-3,9,-3,5,-14
CCC(C)C(NC(=O)OCc1ccccc1)C(=O)NC(Cc1ccc(O)cc1)C(=O)OC (stereo not given),11,-3,-2,-1,0,-1,1,1,-4,2
CCn1ncc(CNC(=O)C2(C)CC2(Cl)Cl)c1C (stereo not given),9,-3,-3,11,2,6,2,3,3,4
Cc1occc1-c1nnc(SCC(=O)NC2CCCC2)n1-c1ccccc1,-12,-3,-4,0,-1,-5,-2,-5,-8,5
CCC(=O)Nc1ccc(S(=O)(=O)N2CCCCC2)cc1OC,0,1,0,3,-2,2,3,8,5,0
COC(=O)C[C@H]1C=C[C@H](NC(=O)c2ccccn2)[C@@H](CO)O1,0,0,-5,5,3,5,2,-5,1,·
O=C(N/N=C/c1ccncc1)C1CC1C(=O)N/N=C/c1ccncc1 (stereo not given),-4,2,4,-1,9,-1,0,3,2,-3
CS(=O)(=O)N1CCC(C(=O)Nc2ccc(OCc3ccccc3)cc2)CC1,0,0,-2,1,-2,-5,1,-4,0,3
COc1ccc(Cn2nnnc2C(c2cccs2)N2CCN(c3ccccc3)CC2)cc1 (stereo not given),6,-2,-4,-1,-3,-5,-1,-15,-2,-18
CS(=O)(=O)N1CCc2cc(C(=O)NC3CC3)ccc21,-1,2,3,5,0,0,0,-3,2,-5
CCOc1ccc(S(=O)(=O)N2CCN(Cc3ccccc3)CC2)cc1,-2,-3,-6,-10,3,3,1,2,-6,-6

# Next entries.
SMILES,TCR CD3 inh,PRMT1 FP inh,MBD2 inh,mABHD4 FP,SIAE primary,GC-A act,UHRF1 binding,NPR2 activator,rCAG binder,HTRA1 inh
CCOC(=O)/C=C/C(=O)Nc1ccc(-c2nnc3n2CCCCC3)cc1,-7,0,-3,-1,-4,0,-2,4,-5,8
CC(=O)Nc1ccc(NC(=O)CSc2ccc(-c3cccnc3)nn2)cc1,-1,4,-8,3,-7,2,1,-4,0,2
Cc1noc(C)c1CSCC(=O)N(C)CC(=O)Nc1ccccc1Cl,-5,2,4,3,-1,2,2,5,-7,7
COc1cccc(-c2nn(-c3ccccc3)cc2CNC(C)Cn2cncn2)c1 (stereo not given),12,-5,-6,-4,3,1,-4,3,-7,-5
CC(Oc1ccc2ccc(=O)oc2c1)C(=O)c1ccccc1 (stereo not given),5,-3,-1,0,1,2,-3,-1,-3,-5
Cc1cccc(NC(=O)[C@@H]2CCCN2C(=O)OC(C)(C)C)c1C,1,-4,-3,2,12,1,-3,4,-4,2
Cc1ccc2oc(=O)cc(CN3CCN(Cc4ccccc4)CC3)c2c1,3,-3,-3,-4,6,-8,-5,-5,-6,-3
C/C(=N\NC(=O)C1COc2ccccc2O1)c1ccccn1 (stereo not given),-3,-4,3,-3,1,6,-6,4,0,-1
COc1ccc(-n2c(CCc3ccccc3)n[nH]c2=S)cc1,4,2,-2,3,0,-7,-2,-5,-1,-8
